# N370S GC mod: N370S glucocerebrosidase modulation, Gaucher chaperone candidate. P04062. AID 2101. Potency, µM (series often up to 59.4 µM), without a hit: at the top dose activity change, negative = inhibition, hits mostly inhibitors. hit rate 0.092% among 330,000. N370S GC spleen homogenate, 4MU-glucoside fluorescence;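 also: 0% = full enzyme activity and -100% = no enzyme basal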
# DT40 TDP1 no CPT: qHTS for Inhibitors of human tyrosyl-DNA phosphodiesterase 1 (TDP1): qHTS in cells in absence of CPT; DT40 Tdp1-/- hTDP1 cells, no CPT, ATP luminescence, 48 h; Potency, µM (titrated, usually from 46.2 µM), without a hit: at the highest dose activity change, negative = growth inhibition, most hits filed as inhibitors; hit rate 15% among 420,000; also: nearly all actives have a fitted effect of over 55% in size
#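 Camptothecin absent (DMSO only). Human TDP1-complemented DT40 knockout cells, 400 cells/well, 37 °C for minimum 48 hr; ATP measured via CellTiter-Glo, 30 min dark incubation, luminescence.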
# TDP1 block: blocks human tyrosyl-DNA phosphodiesterase 1. recombinant TDP1, AlphaScreen DNA substrate cleavage. Potency, µM (doses to about 130 µM), for the others: at the highest dose activity change, negative = inhibition, actives largely listed as inhibitors. hit rate 0.28% among 350,000. AID 485290; also: nearly all actives have a fitted effect of over 40% in size
# Target sequence (Q9NUW8 whole entry, looked up): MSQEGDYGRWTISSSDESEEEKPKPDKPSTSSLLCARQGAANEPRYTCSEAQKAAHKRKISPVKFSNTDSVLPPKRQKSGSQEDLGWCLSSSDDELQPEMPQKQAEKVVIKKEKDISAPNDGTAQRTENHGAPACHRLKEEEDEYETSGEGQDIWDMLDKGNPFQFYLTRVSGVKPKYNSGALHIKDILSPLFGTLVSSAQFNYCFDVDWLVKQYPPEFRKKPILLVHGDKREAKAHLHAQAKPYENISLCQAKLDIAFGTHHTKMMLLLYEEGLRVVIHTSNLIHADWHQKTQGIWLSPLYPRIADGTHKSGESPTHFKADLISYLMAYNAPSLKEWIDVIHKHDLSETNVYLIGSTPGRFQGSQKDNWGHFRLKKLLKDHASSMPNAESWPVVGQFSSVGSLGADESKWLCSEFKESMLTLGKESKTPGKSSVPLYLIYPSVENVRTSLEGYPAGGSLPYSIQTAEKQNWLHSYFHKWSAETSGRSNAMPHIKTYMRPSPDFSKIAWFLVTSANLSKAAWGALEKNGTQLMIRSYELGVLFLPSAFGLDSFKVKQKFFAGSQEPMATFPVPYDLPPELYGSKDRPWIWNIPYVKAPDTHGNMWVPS
#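 Recombinant human Tdp1 (E. coli-expressed, 1 nM final) preincubated with compounds 15 min at room temperature, then 5'-biotin/3'-phosphotyrosine-FITC DNA substrate (15 nM final) added for 5 min. AlphaScreen beads (10 ug/ml final) added 10 min; cleavage lowers signal.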
# Starred values were filed as active, the others as inactive; ? = inconclusive; / = not tested or not shown; & = joins results of further samples; [ ] = remark or other dose. Calls follow the shape of the dose curve; as a rule, active = well fitted curve in the direction sought with a large enough effect; inconclusive = small, poorly fitted or top-dose-only effect, or another doubt; inactive = no such curve, though single readings can be large; an effect the other way counts as inactive or inconclusive. Unless noted, % is scaled to controls: 0 for no effect and ±100 for the full control effect; potency is read from the fitted curve at half-maximal effect. An excerpt. The share of hits here may be higher or lower than overall.
compound	TDP1 block	N370S GC mod	DT40 TDP1 no CPT
CCCCCC(=O)N1CC2(CC)CN(C(=O)CCCCC)CC(CC)(C1)C2=O	1%	6%	?
Cc1cccc(Nc2cnn(C34CC5CC(CC(CC(=O)O)(C5)C3)C4)c(=O)c2Cl)c1	0%	12%	0%
COc1cccc(NC(=O)COc2cccnc2[N+](=O)[O-])c1	-3%	/	?
COc1ccc(/C=N/NC(=O)c2cccnc2)cc1CN1CCN(c2ccc(F)cc2)CC1	0%	5%	-3%
Cc1ccc2nc(-c3ccc(NC(=O)CN4C(=O)NC(C)(c5ccc(OC(F)F)cc5)C4=O)cc3)sc2c1 (stereo not given)	-3%	5%	23µM*
O=C(O)CCCN=Cc1c(O)c2ccccc2oc1=O	-2%	-7%	-29%
O=C(O)c1ccccc1Nc1ccc(CCc2ccc(Cl)c(Cl)c2)cc1	17%	-2%	/
COc1ccc(NC(=O)C2=NNC(=O)CC2)cc1S(=O)(=O)N1CCCCC1	7%	-2%	-8%
Cc1c(NC(=O)NC2CCCCC2)cccc1[N+](=O)[O-]	5%	-9%	-11%
COc1ccc(-n2nnc3c(=O)n(CC(=O)N4CCC(Cc5ccccc5)CC4)cnc32)cc1	2%	-14%	?

# Overlap with the part before: four entries; new compounds follow.
compound	TDP1 block	N370S GC mod	DT40 TDP1 no CPT
O=C(O)c1ccccc1Nc1ccc(CCc2ccc(Cl)c(Cl)c2)cc1	17%	-2%	/
COc1ccc(NC(=O)C2=NNC(=O)CC2)cc1S(=O)(=O)N1CCCCC1	7%	-2%	-8%
Cc1c(NC(=O)NC2CCCCC2)cccc1[N+](=O)[O-]	5%	-9%	-11%
COc1ccc(-n2nnc3c(=O)n(CC(=O)N4CCC(Cc5ccccc5)CC4)cnc32)cc1	2%	-14%	?
N#Cc1c(-c2ccccc2)nc(N2CCN(Cc3ccccc3)CC2)[nH]c1=O	/	0%	-1%
Cc1cc(S(=O)(=O)Nc2ccc(C(=O)NCC(c3ccco3)N3CCCC3)cc2)ccc1F (stereo not given)	3%	?	-2%
O=C(OCc1nc2ccsc2c(=O)[nH]1)c1cccc(S(=O)(=O)N2CCOCC2)c1	/	5%	-13%
COc1cccc(CNc2ccccn2)c1O	/	-19%	-4%
CC(C)N1C(=S)SC2CS(=O)(=O)C=C21 (stereo not given)	2%	5%	-25%
c1ccc(C(c2nnnn2C2CCCC2)N2CCCCCC2)nc1 (stereo not given)	4%	5%	?
O=C(Nc1ccncc1)Nc1cccc(C(F)(F)F)c1	2%[56.1 µM]	?	15µM*
CNC(=O)C12N=CNN=C1N(C)C(=O)N2C (stereo not given)	1%	2%	8%
Cc1nc(NC(=O)c2ccc(-c3cc4ccccc4oc3=O)cc2)ccc1Br	0%	?	-6%
CCOC(=O)C1C(c2cc(OC)c(O)c(OC)c2)NC(=S)NC1(O)C(F)(F)F (stereo not given)	2%	2%	-10%

# (next part)
compound	TDP1 block	N370S GC mod	DT40 TDP1 no CPT
CCOc1ccc(NC(=O)COC(=O)c2cccnc2)cc1	-6%	6%	-5%
CCOC(=O)Cc1cc(=O)[nH]c(=O)[nH]1	3%	4%	-1%
CCOc1ccccc1-c1nc(-c2ccc(C)nc2OC)no1	2%	6%	?
Cc1ccccc1OCc1nc(-c2ccc(NC(=O)c3ccc4c(c3)OCO4)cc2)no1	2%	-6%	23µM*
CCOC(=O)c1[nH]ncc1CN1CCCC(C(=O)c2ccc(OC)c(OC)c2)C1 (stereo not given)	4%	1%	-20%
CCN1CCN(C(CNS(=O)(=O)c2cccs2)c2cccnc2)CC1 (stereo not given)	/	-15%	3%
Cc1nnc(N/N=C/c2cc(C)n(-c3ccc(F)cc3)c2C)n1N	3%	-6%	16µM*
COc1ccc(N=C/C=C2/C=C(c3ccccc3)OC(C)(C)O2)cc1	10%	-3%	-7%
Cc1ccc(OCc2cc(C(=O)N3CCc4[nH]cnc4C3c3ccccn3)no2)cc1C (stereo not given)	11%	-8%	-24%
O=C(NCC1CCCO1)c1csc2c1CCCCC2 (stereo not given)	0%	7%	-15%

# The listing continues:
compound	TDP1 block	N370S GC mod	DT40 TDP1 no CPT
CCN(C(=O)c1cc2c(=O)[nH]c3ccc(C)cc3c2s1)c1ccccc1F	/	3%	?
CC(C)N(CC(N)=O)c1ccc(S(=O)(=O)N2CCCC2)cn1	-1%	/	-1%
COc1ccc(OCCn2cc(C=O)c3ccccc32)cc1	/	3%	?
CC(C)OC(=O)C1C(=O)CC(C)(O)C(C(=O)OC(C)C)C1c1cccc([N+](=O)[O-])c1 (stereo not given)	5%	4%	-6%
Cc1c(-c2ccc(Cl)cc2Cl)nc2ccccc2c1C(=O)NCCN1CCOCC1	3%	?	-25%
O=C(O)CCN1C(=O)C2C3CC(C2C1=O)C1C(c2ccccc2)c2sc(=O)[nH]c2SC31 (stereo not given)	1%	3%	3%
COc1ccc(N2CCN(S(=O)(=O)c3ccc4c(c3)NC(=O)CS4)CC2)cc1	-2%	-3%	-20%
Cc1c(NC(=O)CSc2n[nH]c(=O)n2-c2ccccc2)c(=O)n(-c2ccccc2)n1C	-3%	1%	?
Cc1ccccc1CNC(=O)CCCn1ncn2c(cc3occc32)c1=O	4%&3%	-1%	14%&2%
CC(=O)CCC(=O)N1CCCC(CNC(=O)c2ccc(-c3ccccc3)cc2)C1 (stereo not given)	5%	?	?

# Some of the entries so far, with each value named:
> CCN(C(=O)c1cc2c(=O)[nH]c3ccc(C)cc3c2s1)c1ccccc1F
- TDP1 block = /
- N370S GC mod = 3%
- DT40 TDP1 no CPT = ?
> CC(C)OC(=O)C1C(=O)CC(C)(O)C(C(=O)OC(C)C)C1c1cccc([N+](=O)[O-])c1 (stereo not given)
- TDP1 block = 5%
- N370S GC mod = 4%
- DT40 TDP1 no CPT = -6%
> Cc1c(NC(=O)CSc2n[nH]c(=O)n2-c2ccccc2)c(=O)n(-c2ccccc2)n1C
- TDP1 block = -3%
- N370S GC mod = 1%
- DT40 TDP1 no CPT = ?
> COc1ccc(OCCn2cc(C=O)c3ccccc32)cc1
- TDP1 block = /
- N370S GC mod = 3%
- DT40 TDP1 no CPT = ?

# Remaining list, next part.
compound	TDP1 block	N370S GC mod	DT40 TDP1 no CPT
COc1ccc(Cl)cc1S(=O)(=O)NC(C)C(=O)NCc1ccncc1 (stereo not given)	4%[0.0935 µM]	-7%	2%
Cc1cccc(S(=O)(=O)NCC2CCCO2)c1 (stereo not given)	1%	3%	14%
CCN(CC)S(=O)(=O)c1ccc2c(c1)N(CC(=O)N1CCN(c3cc(Cl)ccc3C)CC1)C(=O)CO2	-7%	/	?
O=C(c1ccccc1NS(=O)(=O)c1ccc(F)cc1)N1CCCC1	0%	1%	-1%
CCOC(=O)c1cc(-c2ccc(C)cc2)n(CCC(=O)NCCN(C)C)c1C	-2%	9%	-24%
COc1ccc(NC(=O)C2=NN(C3CCS(=O)(=O)C3)C(=O)CC2)cc1S(N)(=O)=O (stereo not given)	0%	/	-7%
CC(=O)c1cc(-c2ccccc2)n(CC(=O)N2CCC(C)CC2)c1C	8%	2%	29µM*
O=C(Nc1ccc(Oc2ccc(S(=O)(=O)N3CCOCC3)cn2)cc1)c1ccco1	6%	2%[2.35 µM]	-8%
Cc1ccc(S(=O)(=O)N2CCOCC2)cc1C(=O)N(Cc1nnc(-c2ccccc2Cl)o1)C1CC1	2%	-16%	?
Cc1cc2occ(CC(=O)NC3CCCc4ccccc43)c2cc1C (stereo not given)	-2%	17%	-3%

# (listing goes on)
compound	TDP1 block	N370S GC mod	DT40 TDP1 no CPT
COc1cccc(C2CC(=O)N3CN(c4ccccc4F)CSC3=C2C#N)c1 (stereo not given)	7%	3%	?
CC1=NN(C(C#N)c2cccc([N+](=O)[O-])c2)C(C)(C)C1 (stereo not given)	0%	0%	-24%
COc1ccc(NC(=O)CCS(=O)(=O)c2ccc3c(c2)n(C)c(=O)c(=O)n3C)cc1Cl	3%	/	-13%
CCOc1ccc2[nH]cc(S(=O)(=O)c3ccc(F)cc3)c(=O)c2c1	4%	-8%	9.2µM*
Cc1cccc(NC(=O)CSc2nnc(-c3ccco3)c(-c3ccco3)n2)c1	5%	21%	18µM*
COc1cc(C(=O)Nc2ccccc2C2COC(=O)C2=N)cc(OC)c1OC (stereo not given)	3%	24%	-24%
Cn1c(Cn2cnc([N+](=O)[O-])n2)nnc1SCC(=O)Nc1ccccc1	0%	-5%	-7%
CC1(C)CC(=O)C=C(c2ccc(Cl)c(C(F)(F)F)c2)C1	-2%	/	?
OCCSc1ncnc2c1oc1ccccc12	3%	7%	-16%
CNC(=S)N(CCN(C)C)Cc1cc2cc3c(cc2[nH]c1=O)OCO3	/	?	-10%

# Next records:
compound	TDP1 block	N370S GC mod	DT40 TDP1 no CPT
O=C(CNc1cccc(Cl)c1)NNC(=S)NCc1ccccc1	2%	-5%	23µM*
O=C(c1cc2sccc2n1Cc1ccc(F)cc1)N1CCCc2ccccc21	2%[56.1 µM]	21%	23µM*
N#C/C(=N\Nc1cccc(C(F)(F)F)c1)C(=O)c1csc(-c2cccnc2)n1	/	-4%	26µM*
CCOc1ccc2c(c1)C(C)=CC(C)(C)N2S(=O)(=O)c1ccc(NC(C)=O)cc1	2%	-7%	1.3µM*
CCn1cc(CCCC(=O)NCc2ccccc2OC)c2ccccc21	/	-1%	?
COc1ccccc1N(Cc1cc(=O)[nH]c2ccccc12)C(=O)c1ccccc1	1%	23%	?
Cc1ccc(-n2c(C)cc(C(=O)COc3cccnc3[N+](=O)[O-])c2C)cc1	11%	3%	10µM*
CCNC(=S)N1CCN(S(=O)(=O)/C=C/c2ccccc2)CC1	-2%	-29%	-6%
Cc1ccc(C)c(N2CCN(C(=O)C3CCN(c4nc5ccc(C)cc5[nH]4)CC3)CC2)c1	3%	/	2.3µM*
O=C(Nc1cccnc1Oc1ccc(Cl)cc1)c1cccc2ccccc12	0%	-9%	?

# The list goes on.
compound	TDP1 block	N370S GC mod	DT40 TDP1 no CPT
C/C(=C\C(=O)c1ccc(Cl)s1)N(C)C	0%	-4%	8%
O=C(Oc1ccccc1[N+](=O)[O-])c1cccnc1	2%	-25%	-2%
NC(=O)c1ccc(NCC2COc3ccccc3O2)c([N+](=O)[O-])c1 (stereo not given)	7%	5%	?
CCNc1nc(NCC)n2c(SCc3nc4ccccc4c(=O)[nH]3)nnc2n1	7%	1%	1%
Cc1c(C(=O)Nc2ccccc2Cl)oc2ccc(S(=O)(=O)N3CCC4(CC3)OCCO4)cc12	6%	?	-28%
Clc1cccc(-c2nnc(SCc3nc4ccccc4[nH]3)n2Cc2ccco2)c1	5%	9%	?
Cc1cccc(-c2noc(CN(C(C)C)S(=O)(=O)c3ccc(F)cc3)n2)c1	-7%	19%	?
COc1ccc(Cl)cc1NC(=O)CN1C(=O)COc2ccc(S(=O)(=O)NC3CCCC3)cc21	6%	/	-13%
COc1ccc(C2=NOC(Cn3nc(C(=O)NCc4cccc(Br)c4)cc3-c3ccccc3)C2)cc1 (stereo not given)	1%	/	?
Cc1cc(C)cc(Oc2ncnc3c2ncn3Cc2c(Cl)cccc2Cl)c1	2%	17%	-28%

# New compounds follow.
compound	TDP1 block	N370S GC mod	DT40 TDP1 no CPT
Brc1ccc(-c2cn3cc(Cc4ccccc4)sc3n2)cc1	2%	/	-16%
COc1ccccc1N1CCN(C(=O)c2ccc3c(c2)N(Cc2cc(C)ccc2C)C(=O)c2ccccc2S3(=O)=O)CC1	6%	/	?
FC(F)(F)c1cc(C(F)(F)F)n2nc(-c3sccc3-n3cccc3)cc2n1	11%	7%	0%
COCCN1C=C(C(=O)OC)C(c2ccccc2C(F)(F)F)C(C(=O)OC)=C1	-1%	?	?
NNC(=O)c1ccc(Cn2cc(Br)cn2)o1	1%	4%	-1%
O=C(CSc1nnc(COc2cccc3cccnc23)o1)N1CCCC1	0%	1%	-27%
O=C(Nc1ccc(N2CCOCC2)cc1)c1ccc(S(=O)(=O)NCc2ccco2)cc1	-5%	?	0%
Fc1ccc(-c2nc(Nc3cccc(C(F)(F)F)c3)nc3c2COc2ccccc2-3)cc1	9%	/	?
COc1ccc(C(=O)N2CCC3(CCCN(Cc4ccccc4)C3)CC2)cc1	/	-1%	-27%
COc1cc2c(cc1OC)C(C)N(C(=O)c1c(C)noc1C)CC2 (stereo not given)	0%	3%	13µM*
CC(=O)c1c(C)[nH]c(C(=O)COC(=O)CCCOc2ccccc2)c1C	-1%	-5%	-3%
Cc1cc(=O)n2[nH]c(-c3ccsc3-n3c(C)ccc3C)cc2n1	/	5%	?

# Screening results (PubChem)
